# Source: PubChem BioAssay
# AMA1 RON2 block: inhibitors of Plasmodium falciparum AMA1-RON2 interaction. AlphaScreen AMA1-biotinylated RON2 peptide binding. Potency, µM (titrated, usually from 58.2 µM), inactives show at the highest dose activity change, negative = inhibition, actives largely listed as inhibitors. hit rate 0.2% among 360,000;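 also: potency is read from the fitted curve at half-maximal effect; 0% = vehicle wells and -100% = peptide control; nearly all actives have a fitted effect of over 45% in size; some results filed as inactive show a strong effect at the top dose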
#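 AMA1 (3D7) with his tag at 25 nM final met compounds first, then biotinylated RON2 peptide at 25 nM; detection used donor plus acceptor beads, 10 µg/mL apiece, read by AlphaScreen after 30 min at room temperature.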
# AmpC inh detg: blocks E. coli AmpC beta-lactamase in detergent assay; P00811; AmpC hydrolysis of nitrocefin, absorbance 480 nm, 0.01% Triton; Potency, µM (doses to about 114 µM), without a hit: at the highest dose activity change, negative = inhibition, hits mostly inhibitors; hit rate 0.041% among 370,000; AID 485294;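 also: potency is read from the fitted curve at half-maximal effect; 0% = no-compound wells and -100% = no-enzyme wells; nearly all actives have a fitted effect of over 25% in size; some results filed as inactive show a strong effect at the top dose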
# Target sequence (P00811 whole entry, looked up): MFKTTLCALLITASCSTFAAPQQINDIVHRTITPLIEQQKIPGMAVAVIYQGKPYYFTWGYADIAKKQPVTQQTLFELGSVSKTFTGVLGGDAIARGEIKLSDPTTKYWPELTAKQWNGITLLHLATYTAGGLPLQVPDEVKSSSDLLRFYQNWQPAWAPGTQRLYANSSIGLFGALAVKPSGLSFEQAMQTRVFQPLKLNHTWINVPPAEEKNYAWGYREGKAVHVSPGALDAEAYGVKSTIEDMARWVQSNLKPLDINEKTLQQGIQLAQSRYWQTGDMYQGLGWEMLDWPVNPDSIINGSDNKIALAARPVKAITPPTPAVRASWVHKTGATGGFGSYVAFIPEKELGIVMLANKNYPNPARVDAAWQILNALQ
#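 AmpC (5.3 nM in the dispensed reagent) in 20 mM phosphate pH 7.0 with 0.01% (detergent screen) or 0.0001% Triton X-100 was preincubated with compounds for 15 min at room temperature. Nitrocefin was then added from an 800 uM solution, and hydrolysis was followed at 480 nm.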
# Tb PYK inh: blocks Trypanosoma brucei pyruvate kinase; TbPYK enzyme, Kinase-Glo Plus ATP luminescence, 45 min; Potency, µM (titrated, usually from 76.8 µM), inactives show at the highest dose activity, negative = inhibition, most hits filed as inhibitors; hit rate 0.12% among 410,000; also: potency is read from the fitted curve at half-maximal effect; nearly all actives have a fitted effect of over 50% in size
#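 Luminescent Kinase-Glo Plus end-point after 45 min room-temperature reaction of T. brucei pyruvate kinase started with 130 uM ADP (final). Buffer TEA 50 mM pH 7.2 with KCl, MgCl2, BSA, Tween-20; titration-based qHTS with fitted concentration-effect curves.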
# Sm TGR block: blocks Schistosoma mansoni thioredoxin glutathione reductase; AID 485364; hit rate 3% among 360,000; Potency, µM (highest dose often 114 µM), inactives show at the top dose activity change, negative = inhibition, hits mostly inhibitors; Q962Y6; purified TGR, DTNB reduction, TNB absorbance 405 nm; also: potency is read from the fitted curve at half-maximal effect; nearly all actives have a fitted effect of over 60% in size
#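 TGR 20 nM + NADPH 100 uM (dispensed conc.), cpd preinc 15 min RT; start with NADPH (500 uM addition) then DTNB (15 mM addition). Kinetic TNB absorbance, 405 nm filter. Four-parameter Hill fit across titration.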
# AmpC no deterg: blocks E. coli AmpC beta-lactamase in detergent-free assay; AmpC nitrocefin hydrolysis, absorbance 480 nm, 0.0001% Triton; hit rate 0.52% among 330,000; Potency, µM (doses to about 57.1 µM), for inactives: top-dose activity change, negative = inhibition, actives largely listed as inhibitors;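 also: potency is read from the fitted curve at half-maximal effect; plate controls were no compound for no effect and no enzyme for full effect; nearly all actives have a fitted effect of over 20% in size; some results filed as inactive show a strong effect at the top dose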
#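 20 mM phosphate pH 7.0 + 0.01% (detergent screen) or 0.0001% Triton X-100; 5.3 nM AmpC reagent; cpd preinc 15 min RT; nitrocefin (800 uM stock) to start; A480 q20 s × 4 min; Activity was normalised to no-enzyme and no-compound control wells.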
# HCMV inh: inhibitors of human cytomegalovirus. HFF cells, HCMV-luciferase reporter, 72 h; hits give low values. activity change, negative = inhibition, % at 57.5 µM. hit rate 4.5% among 410,000; in the data active = activity change below about -60%; inconclusive = no clear call, values can overlap the other calls; inactive = above about -39%
#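 Luciferase read-out from HCMV-luciferase-infected HFFs (MOI 1 PFU/cell) 72 h post infection at 37C; compounds added after 16 h cell attachment; activity normalized between buffer-only basal and Salinomycin (10uM) inhibitor controls.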
# LmPK inhibitor: blocks Leishmania mexicana pyruvate kinase activity; AID 1721; Potency, µM (doses to about 57.5 µM), inactives show at the top dose activity change, negative = inhibition, hits mostly inhibitors; purified LmPK, Kinase-Glo ATP luminescence, 1 h; hit rate 0.37% among 290,000; also: potency is read from the fitted curve at half-maximal effect
# Target sequence (Q27686 whole entry, looked up): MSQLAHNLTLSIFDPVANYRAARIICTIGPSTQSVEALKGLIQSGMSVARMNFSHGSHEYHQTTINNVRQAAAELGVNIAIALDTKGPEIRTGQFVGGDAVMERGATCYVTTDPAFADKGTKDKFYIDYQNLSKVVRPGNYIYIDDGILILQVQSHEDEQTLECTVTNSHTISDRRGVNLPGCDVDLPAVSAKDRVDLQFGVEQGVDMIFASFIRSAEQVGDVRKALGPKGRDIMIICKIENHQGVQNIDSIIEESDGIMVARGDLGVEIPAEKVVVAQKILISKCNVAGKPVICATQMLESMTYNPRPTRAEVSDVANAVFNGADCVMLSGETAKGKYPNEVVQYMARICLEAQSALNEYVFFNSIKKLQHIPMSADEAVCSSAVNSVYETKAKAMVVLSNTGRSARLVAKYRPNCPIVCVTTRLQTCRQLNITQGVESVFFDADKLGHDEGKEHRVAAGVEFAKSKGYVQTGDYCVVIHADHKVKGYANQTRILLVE
#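 ATP generated from ADP (0.1 mM) and PEP (0.5 mM) by 0.1 nM LmPK over 1 h at room temperature (pH 7.2 imidazole buffer) was detected by coupled luciferase luminescence. Values were normalized to uninhibited and no-enzyme wells.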
# * = called active by the depositor; ? = inconclusive; . = no result given; & = joins results of further samples; ! = not active in a repeat; [ ] = dose if it differs, or a comment. Unless noted, calls follow the shape of the dose curve; as a rule, active = well fitted curve in the direction sought with a large enough effect; inconclusive = small, poorly fitted or top-dose-only effect, or another doubt; inactive = no such curve, though single readings can be large; an effect the other way counts as inactive or inconclusive. Unless noted, % is scaled to controls: 0 for no effect and ±100 for the full control effect. No enrichment for hits. About 7.4% of those tested had a hit in this group.
SMILES	LmPK inhibitor	AmpC inh detg	HCMV inh	AMA1 RON2 block	Tb PYK inh	Sm TGR block	AmpC no deterg
CCN1CCN(Cc2ccc(NC(=O)c3ccc(C)c(NC(=O)C4=NN(c5ccccc5)C(=O)C4)c3)cc2C(F)(F)F)CC1	0%	5%	-7&65	11%&-6%	3%&0%	6%	23%
CCOC(=O)c1ccc(NC(=O)Cc2coc3cc4c(cc23)CCC4)cc1	-2%	-1%	7	-3%	-3%	8%	-44%
Cc1ccccc1OCCNc1cc(N2CCCCC2)ccc1[N+](=O)[O-]	6%	-2%	-28	-30%	0%	14%	31%
NC1=NC(=O)CC(C(=O)NCc2ccccc2)S1 (centres undefined)	-2%	?	3	0%	-4%	?	-24%
COc1ccc(C)cc1S(=O)(=O)NCCc1ccccc1	5%	0%	23	-6%	-2%	-18%	-1%
CCOc1ccc(N=NC2C(=O)N(C(N)=S)N=C2C)cc1 (centres undefined)	-2%	-27%	48	98%[activator]	1%	?	-21%
COc1ccc(OC)c(NC(=O)N2CC(C)Oc3ccc(C)cc32)c1 (centres undefined)	.	-1%	4	.	1%	-8%	.
COc1cccc(NC(=O)CCC2CCN(C(=O)c3ccc(C(C)=O)s3)CC2)c1	-9%	-12%	0	-10%	1%	2%	30%
Cc1cc(OC(=O)c2c(Cl)cc(Cl)cc2Cl)nc(C)n1	0%	-10%	?	-19%	-1%	2%	-20%
Cc1cccc(OCC(=O)OCC(=O)Nc2sccc2C(N)=O)c1	.	.	?	9%	1%	.	-15%
O=C(Nc1ccc(S(=O)(=O)N2CCCCCC2)cc1)c1cc(=O)c2ccccc2o1	.	-4%	-15	.	0%	0%	.
Cc1[nH]nc(C(=O)NN=Cc2ccccc2Cl)c1N=NN(C)C	.	.	135	3%	2%	.	.
CCOc1cc(C)nc(N2CCC(C(=O)NCC3CCCO3)CC2)n1 (centres undefined)	.	.	-16	12%	-8%	.	.
Cc1c(C)c2c(OCC(=O)NCc3ccco3)cc3c(c2oc1=O)CCC(C)(C)O3	1%	-11%	10	12%	10%	-10%	-32%
c1ccc2[nH]c(C3CC3)nc2c1	-2%	4%	-37	-6%	-3%	.	-5%
O=c1[nH]c2ccc(Cl)cc2c(-c2ccccc2)c1N1CCN(c2ccccn2)CC1	4%	-11%	-2	0%	-3%	4%	-42%
Cc1nn(CCC(=O)Nc2ccc(Cl)cc2)c(C)c1S(=O)(=O)N1CCCCC1	.	-5%	?	.	-4%	-5%	.
CCN1CCN(CCCNC(=O)c2cnn(-c3ccc(C)cc3)c2C2CCN(C(=O)OC(C)(C)C)CC2)CC1	.	19%	?	.	0%[15.4 µM]	5%	.
COc1ccc(NC(=O)c2cccc(OS(=O)(=O)N(C)C)c2)cc1	-4%	0%	24	-21%	2%	.	-36%
O=C(CS(=O)(=O)c1ccccc1)c1cc2cc(F)ccc2oc1=O	0%	0%	.	-11%	-15%	-26%	-52%

# The last 2 compounds of the part above come first, to join the parts:
SMILES	LmPK inhibitor	AmpC inh detg	HCMV inh	AMA1 RON2 block	Tb PYK inh	Sm TGR block	AmpC no deterg
COc1ccc(NC(=O)c2cccc(OS(=O)(=O)N(C)C)c2)cc1	-4%	0%	24	-21%	2%	.	-36%
O=C(CS(=O)(=O)c1ccccc1)c1cc2cc(F)ccc2oc1=O	0%	0%	.	-11%	-15%	-26%	-52%
COc1cccc(-c2csc(Nc3ccc(Oc4ccccc4)cc3)n2)c1	.	.	?	?	-2%	.	.
CCOc1ccccc1NC(=O)COc1coc(CN2CCc3ccccc3C2)cc1=O	.	-1%	-10	2%	7%	-1%	73%[activator]
O=C(Nc1ccc2nc(-c3ccco3)c(-c3ccco3)nc2c1)N1CCCCCC1	1%	3%	.	12µM*	?	0.71µM*	-36%
COC(=O)c1cc(Cl)cc(Cl)c1OS(=O)(=O)N(C)C	-7%	1%	-29	31%[activator]	-2%	7%	3%
Cn1c(SCC(=O)NC2CCCCCC2)nnc1-c1ccco1	-1%	?	?	-3%	1%	-22%	-8%
COc1ccccc1C(=O)OCc1cc(=O)n2nc(-c3cccs3)sc2n1	.	21%	8	.	-3%	?	.
CCOc1ccc(N2CC(C(=O)N3CCCCCC3)CC2=O)cc1 (centres undefined)	-3%	3%	-33	0%	-6%	2%	12%
COc1ccc(C(=O)c2[nH]c(N)c(C(N)=O)c2-c2ccc(OC)c(OC)c2)cc1	.	.	4	8%	1%	.	.
CC(/C=C/c1ccc(O)cc1)=NNc1ccccc1	.	.	-34	0%	5%	.	.
CC(C)Oc1cccc(C(=O)C2CCCN(S(C)(=O)=O)C2)c1 (centres undefined)	6%	-2%	-15	0%	-7%	1%	23%
CC(C)NC(=O)c1cc(C2CCCCN2S(=O)(=O)c2ccc(C#N)cc2)on1 (centres undefined)	.	.	-29	-1%	4%	.	.
CCN1CCN(c2ccc(NC(=O)c3ccco3)cc2)CC1	-10%	-9%	-16	-10%	-4%	3%	-6%
CCN1CCCC1CNC(=O)C1c2cc(OC)c(OC)cc2C(=O)N(C)C1c1cccnc1 (centres undefined)	-4%	-8%	28	5%	1%	-1%	8%
c1ccc(Nc2nc(CSc3ncn[nH]3)cs2)cc1	-1%	7%	-26	34%[activator]	-5%	?	-27%
Cc1cc2c(cc1C)C(=O)CCC2	.	.	4	0%	1%	.	.
COc1cccc(-c2ccc(NC(=O)C3CCCN(Cc4cccc(C)n4)C3)cc2)c1 (centres undefined)	.	.	27	16%	-11%	.	.
O=C(O)c1ccc(CN(c2ccccc2)S(=O)(=O)c2ccccc2)cc1	3%	-9%	51	0%	0%	101%[activator]	-6%
N#Cc1ccccc1S(=O)(=O)N1CCN(C(=O)CCc2ccccc2)CC1	.	6%	-31	8%	5%	8%	-5%
O=S(=O)(NCCSc1nnc(-c2ccco2)n1-c1ccccc1)c1ccccc1	-1%	?	?	7%	-12%	?	-33%
CCc1ccc(NC(=O)COC(=O)CCC2CCCC2)cc1	.	7%	20	33%[activator]	9%	1%	-2%

# New compounds follow.
SMILES	LmPK inhibitor	AmpC inh detg	HCMV inh	AMA1 RON2 block	Tb PYK inh	Sm TGR block	AmpC no deterg
CCOC(=O)c1cc(CC)sc1NC(=O)c1cc(OC)c(OC)c(OC)c1	0%	?	-8	33%[activator]	-9%	-1%	-13%
COc1cccc(Cn2cccc(NC(=O)Nc3ccc(C#N)cc3)c2=O)c1	6%	-15%	-66*	-4%	3%	14%	-20%
Cc1ccc(C(=O)O/N=C(/c2nonc2N)N(C)C)cc1	-4%	0%	41	4%	-1%	17%	3%
Cc1c(C(=O)OC(C)C)sc2nc[nH]c(=O)c12	5%	0%	-14	-1%	3%	0%	-14%
C/C(=N\NC(=S)NCCc1ccccc1)c1ccc(O)cc1O	9%	-4%	?	23%	-7%	5%	-34%
COc1ccc(N(CC(=O)NCCSCc2ccco2)S(=O)(=O)c2ccccc2)cc1	9%	8%	-21	-9%	3%	?	-10%
CCOC(=O)Cc1csc(N/N=C\c2ccc(N(C)C)cc2)n1	-3%	4%	4	33%[activator]	-9%	0%	-18%
CC(C)(C)C(=O)Nc1c(Cl)cccc1OC(F)(F)F	-5%	-4%	12	2%	-8%	-2%	-8%
Cc1ccc(-n2c(SCC(=O)NC3CCS(=O)(=O)C3)nc3ccccc3c2=O)c(C)c1 (centres undefined)	.	.	-24	2%	1%	.	.
CCCc1cc(=O)oc2c3c(cc(OCC(=O)NCCCn4ccnc4)c12)OC(C)(C)CC3	-11%	-11%	?	-3%	1%	-3%	323%[activator]
CCOc1cc(C2C(C#N)=C(N)OC3CCCC(=O)C32)ccc1OCCN1CCOCC1 (centres undefined)	7%	-14%	-5	-1%	-27%	0%	-1%
COc1cc(CN2CCC(C(=O)N3CCN(c4ccccc4F)CC3)CC2)cc(OC)c1O	1%	?	-13	-22%	-3%	?	-14%
CC(/C=C1\SC(=S)N(CCC(=O)Nc2nc(C)cs2)C1=O)=C\c1ccccc1	3%	?	3	-10%	-9%	-11%	-31%
Cc1nc(N2CCN(S(=O)(=O)c3ccccc3)CC2)c2cc(-c3ccccc3)sc2n1	2%	1%	20	0%	-14%	-2%	-32%
CC(C)(C)OC(=O)N1CCC(NC(=O)c2nc[nH]c2C(=O)NCc2ccccc2)CC1	.	3%	-19	8%	-2%	-36%	3%
O=C(CSc1cccc2cccc(Cl)c12)OCC(=O)N1CCN(C(=O)c2ccco2)CC1	-1%	?	57	11%	-4%	0%	126%[activator]
O=C(COC(=O)c1ccc(Cl)cc1)NC(=O)NC1CCCC1	.	-11%	-29	9%	-5%	-9%	-15%
O=C(CCNS(=O)(=O)c1ccccc1)N1CCCCCC1	-5%	?	42	6%	-1%	0%	1%
Cc1ccccc1NC1=C(Cl)C(=O)OC1OC(=O)c1ccccc1C (centres undefined)	5%	20µM*	12	-8%	0%	?	10µM*
CC(C)N(Cc1ccccc1)C(=O)c1cccs1	5%	0%	6	-5%	-2%	6%	3%

# Continuation.
SMILES	LmPK inhibitor	AmpC inh detg	HCMV inh	AMA1 RON2 block	Tb PYK inh	Sm TGR block	AmpC no deterg
CCOc1ccc(C(c2c(O)cc(C)n(Cc3ccco3)c2=O)N2CCCCC2)cc1 (centres undefined)	.	2%	7	.	-9%	7.1µM*	.
COc1cccc(NC(=O)CSc2nc3c([nH]c4ccccc43)c(=O)n2-c2cccc(Cl)c2)c1	.	-3%	-74*	.	1%	9%	.
COc1cccc(C2C3=C(N=c4s/c(=C\c5ccc(OCC(=O)O)cc5)c(=O)n42)c2ccccc2CC3)c1 (centres undefined)	5%	-4%	.	-16%	-25%	?	14%
COc1ccc(C(=O)NC(=S)NNC(=O)COc2ccccc2)cc1	0%	-1%	-22	99%[activator]	-19%	.	-22%
CC1=CC(C)(C)Nc2ccccc21	-7%	4%&1%	27&-22	?	6%&-13%	-16%&-4%	-10%&-23%
Cc1cc2nn(-c3ccc(F)cc3)nc2cc1NC(=O)c1ccc(C(C)(C)C)cc1	.	-1%	9	.	7%	12%	.
CCOC(=O)c1cc2c(=O)n3ccccc3nc2n(C(C)C)c1=NC(=O)c1c(-c2c(F)cccc2Cl)noc1C	1%	?	-90*!	0%	1%&0%	-10%&4%	-6%
COc1ccc(/C=N/n2c(SC)nnc(C(C)(C)C)c2=O)cc1OC	12%	-13%	-10	-8%	-4%	9%	144%[activator]
